PP1 inh = PP1-alpha (human) inhibition in PP5 counter-screen | P62136 | purified PP1alpha, OMFP fluorescence | inhibition, % at 6.7 µM | 0.9% of 320,000 active | AID 2235;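 active = inhibition above the mean inhibition of all tested compounds plus 3 SD, computed separately for each screening campaign, cut at about 15% in these data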
CTSL1 counter = blocks F. hepatica cathepsin L1 in PFM18AAP counter-screen | recombinant F. hepatica cathepsin L1, Z-Leu-Arg-MCA fluorescence | inhibition, % at 5.96 µM | 0.49% of 300,000 active;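 active = inhibition above the mean of all tested compounds plus 3 SD, set per screening campaign, cut at about 17% in these data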;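 note: 0% = plate median of test compound wells and 100% = 1 µM Z-Phe-Ala-diazomethylketone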
PP5 inh = PP5 (human) phosphatase inhibition | AID 1987 | inhibition, % at 6.7 µM | 0.18% of 320,000 active | purified PP5c, OMFP substrate fluorescence | P53041;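 active = inhibition above the campaign's mean inhibition across all tested compounds plus 3 SD, cut at about 9.5% in these data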;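 note: 0% = DMSO only and 100% = 100 µM cantharidin control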
Target sequence (P53041 whole entry, looked up): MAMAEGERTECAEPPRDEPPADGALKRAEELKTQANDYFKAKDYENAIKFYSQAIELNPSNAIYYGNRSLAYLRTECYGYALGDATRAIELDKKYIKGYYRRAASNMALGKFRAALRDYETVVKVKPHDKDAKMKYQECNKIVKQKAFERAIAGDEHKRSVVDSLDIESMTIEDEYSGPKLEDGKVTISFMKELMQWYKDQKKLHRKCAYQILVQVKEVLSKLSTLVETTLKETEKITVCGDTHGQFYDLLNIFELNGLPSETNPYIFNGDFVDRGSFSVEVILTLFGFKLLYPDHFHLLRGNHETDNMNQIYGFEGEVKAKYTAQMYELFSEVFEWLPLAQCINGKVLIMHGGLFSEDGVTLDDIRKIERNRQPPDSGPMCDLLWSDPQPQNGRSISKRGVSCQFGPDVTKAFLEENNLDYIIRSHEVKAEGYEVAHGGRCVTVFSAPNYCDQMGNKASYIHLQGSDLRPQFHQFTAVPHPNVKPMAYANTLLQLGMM
EBNA-1 inhibitor = blocks EBNA-1 binding to DNA | EBNA-1 DNA binding, fluorescence polarization | inhibition, % at 14.8 µM | 0.34% of 300,000 active | AID 1950; in the data active = inhibition above about 28%
PREPL inh = inhibits the human prolyl oligopeptidase-like enzyme; Q4J6C6; recombinant PREPL, fluorescence polarization activity-based probe; inhibition, % at 5.96 µM; 0.68% of 320,000 active; in the data active = inhibition above about 43%;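 note: 0% = enzyme with DMSO and 100% = wells lacking enzyme; many of its hits are not listed in these tables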
TPT1 inh = inhibitors of Candida albicans tRNA 2'-phosphotransferase TPT1 | recombinant caTPT1, FP RNA substrate dephosphorylation | inhibition, % at 5 µM | 0.81% of 300,000 active | AID 1962;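 active = inhibition above the mean of all tested compounds plus 3 SD, set per screening campaign, cut at about 24% in these data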;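 note: plate controls were DMSO alone for no effect and ferristatin control at 100 nM for full effect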
Efflux pump inh = blocks antifungal efflux pumps in multiplex yeast assay; S. cerevisiae Candida pump triplex, Nile Red efflux; inhibition, % at 10 µM; 0.44% of 330,000 active; AID 485275;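 active = plate passing quality check with inhibition over a set limit, or well fluorescence over plate mean plus 4 SD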;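 note: Nile Red retained in pooled yeast measured as flow cytometry median fluorescence; 0% = buffer negative control and 100% = Enniatin B positive control; higher means more Nile Red kept so more efflux inhibition; some compounds called inactive have numbers as strong as hits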
HCV core dimer = blocks dimerization of HCV core protein; inhibition, % at 5 µM; TR-FRET GST/Flag-core106 dimerization, 1536-well; 0.33% of 300,000 active;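 active = inhibition above the mean of all tested compounds plus 3 SD, set per screening campaign, cut at about 45% in these data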
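assay system = GST-tagged and Flag-tagged HCV core protein residues 1-106 | controls = unlabelled core106 and no-GST-core106 wells | incubation = compound-protein-antibody incubation 4 h at 22.5 °C | probe or stimulus = Eu donor and XL665 acceptor anti-tag antibodies | read-out = % inhibition based on acceptor/donor emission ratio | signal = TR-FRET 671 and 617 nm emission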
ZTA DNA inh = ZTA (EBV) inhibition in EBNA-1 counter-screen | 0.15% of 320,000 active | P03206 | inhibition, % at 11 µM | AID 2234 | ZTA-DNA binding, fluorescence polarization; in the data active = inhibition above about 33%
Target sequence (P03206 whole entry, looked up): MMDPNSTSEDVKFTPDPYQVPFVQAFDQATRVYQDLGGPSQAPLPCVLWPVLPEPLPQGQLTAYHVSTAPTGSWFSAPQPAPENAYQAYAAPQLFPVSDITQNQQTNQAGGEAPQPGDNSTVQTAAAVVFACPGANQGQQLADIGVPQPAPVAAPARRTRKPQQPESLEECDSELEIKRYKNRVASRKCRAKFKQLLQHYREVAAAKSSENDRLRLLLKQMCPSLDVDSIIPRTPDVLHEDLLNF
* hit, by the source's call.

SMILES	PP1 inh	CTSL1 counter	PP5 inh	EBNA-1 inhibitor	PREPL inh	TPT1 inh	Efflux pump inh	HCV core dimer	ZTA DNA inh
CS(=O)(=O)N(Cc1ccccc1)c1ccc(C(=O)NC2CCCCC2O)cc1 (stereo not drawn)	1.5	6.3	-0.9	11.0	5.6	-3.7	0.0	1.1	2.8
COC(=O)c1cc(S(=O)(=O)NCCc2cccc(C)c2)cn1C	-3.3	-1.0	-0.8	-1.2	-6.8	-2.9	0.0	8.8	2.1
COc1ccc(NC(=O)CN2CCCN(S(=O)(=O)c3ccc(F)cc3)CC2)c(OC)c1	-0.1	1.8	2.1	-9.2	-2.0	-0.9	-0.1	1.7	-14.3
C=CCn1c(SCC(=O)NC(=O)c2cccc([N+](=O)[O-])c2)nnc1-c1ccccc1	-2.0	-6.2	0.7	-2.1	-3.0	1.3	0.1	-1.9	-1.6
COc1cc(NS(=O)(=O)c2ccc(Cl)cc2)c(C(=O)O)cc1OC	3.6	1.4	0.7	1.8	-0.3	-1.0	-3.6	1.1	3.2
Oc1ccccc1Cn1nnc2ccccc21	-0.7	-2.6	2.2	0.5	-0.4	2.6	-0.2	-5.6	-14.3
Oc1ccccc1C1=Nc2ncnn2C(c2ccccc2)C1 (stereo not drawn)	-0.7	-0.6	0.2	6.4	-26.9	-1.6	0.2	-2.2	0.1
Cc1nn(-c2ccccc2)c(N)c1N=Nc1cccnc1	-8.4	-0.3	1.3	-8.1	4.7	1.5	1.6	-22.2	13.2
COc1ccc(N(CC(=O)NCc2ccco2)S(=O)(=O)c2ccc(C)cc2)cc1OC	-1.1	-0.2	1.2	-3.5	-0.6	0.8	0.0	-0.4	4.9
CCNC(=S)N=Nc1c(O)n(Cc2ccc(Cl)cc2)c2ccccc12	3.6	4.0	0.8	3.0	1.2	2.6	-0.3	4.6	6.8
O=C(/C=C/c1ccccc1)NCC(=O)N/N=C/c1ccco1	-2.8	4.7	1.2	7.4	8.6	-3.6	-0.1	-9.3	-4.1
COc1ccc(C)cc1NC(=O)CN(C)S(=O)(=O)c1ccc2c(c1)n(C)c(=O)c(=O)n2C	-3.3	0.6	1.5	4.3	2.6	-1.4	0.0	0.2	-10.5
O=C1OC(c2ccccc2)c2ccccc21 (stereo not drawn)	-4.0	2.4	6.3	-0.1	-3.6	0.3	0.1	-6.6	-10.4
COc1ccc(N2C(=O)CC(N3CCN(S(=O)(=O)c4cc(C)ccc4C)CC3)C2=O)cc1 (stereo not drawn)	-2.2	0.9	0.4	-1.9	0.3	-3.2	0.0	5.1	-0.7
CC(=O)N1c2ccc(S(=O)(=O)NCCC(=O)NC3CCCC(C)C3C)cc2CC1C (stereo not drawn)	7.5	2.0	3.6	-9.1	13.9	1.7	0.1	-3.0	0.1
NC(N)=NS(=O)(=O)c1ccc(NC(=S)NC(=O)c2ccncc2)cc1	0.6	-1.9	0.9	7.0	-4.3	-1.1	0.2	2.0	3.5
COc1ccc(NC(=O)[C@@H](NC(=O)c2ccccc2F)C(C)C)cc1S(=O)(=O)N1CCOCC1	0.3	1.0	-0.2	11.0	8.3	-2.8	-0.1	-12.3	1.2
COc1ccc(S(=O)(=O)NCC(=O)N(CC(=O)NCc2ccccc2)Cc2ccco2)cc1	-2.0	0.3	0.9	9.2	18.0	-0.6	-0.2	-8.1	-8.8
CCOc1ccccc1NC(=O)C(OC(=O)c1cnccn1)c1ccccc1 (stereo not drawn)	0.5	-47.3	-0.1	5.7	-8.3	-5.4	0.1	3.3	-6.2
O=[n+]1cc(-c2cccc3ccccc23)n([O-])c2c1CCC2	-0.7	1.3	0.6	-11.6	-15.1	-4.3	-0.1	-4.5	-10.3
Cc1ccc2nc(NC(=O)CCn3c(=O)sc4ccccc43)sc2c1	2.1	4.2	5.8	-13.5	-55.5	-0.7	-0.1	13.3	15.9
Cc1cccc(NC(=O)Cn2c(=O)n3nc(CCn4nc(C)cc4C)nc3c3ccccc32)c1	-2.3	2.2	-1.7	3.0	-0.9	2.4	0.1	9.6	13.9
Cc1ccc[n+](-c2nc3ccccc3nc2[N-]S(=O)(=O)c2ccccc2)c1	-1.1	1.9	-1.3	6.9	9.8	-2.1	0.0	-1.4	-2.0
CCOC(=O)c1c(NC(=O)Nc2cccc(Cl)c2)sc(C)c1C	-2.2	1.7	0.1	14.6	9.5	-1.0	-0.2	1.0	2.3
Cc1c(S(=O)(=O)N2CCN(c3ccccc3)CC2)c(=O)n(C)c(=O)n1C	1.5	-1.9	0.1	7.0	3.2	-0.6	-0.2	-1.1	-4.9
CC(C)(C)NC(=O)NC(=O)CSc1nnc2ccccn12	-0.6	-1.9	-0.3	1.9	6.2	-5.8	0.0	-1.0	-3.6
CCn1ncc(Br)c1C(=O)Nc1cc(C(=O)OC)ccc1C(=O)OC	-3.1	-8.9	-0.4	-9.5	11.5	-0.3	0.0	-0.9	-12.6
CCOc1ccc(N(CC(=O)NC2CCCC2)C(=O)c2ccc(C)s2)cc1	-0.3	1.2	0.0	4.5	-2.0	0.6	0.1	-1.8	-4.8
O=C(CSCc1cccc(F)c1)N1CCN(c2ccccc2)CC1	0.4	-7.7	3.0	-1.9	-36.9	1.1	0.4	-0.8	0.7
CN(C)C(=O)c1ccc2c3c(cccc13)CC2	-1.1	-0.5	2.7	-1.1	-1.7	2.2	-0.1	2.3	-14.7
CCn1c(=O)n(CC)c2cc(N3CCCC3)c(NC(=O)c3cc(Cl)ccc3OC)cc21	-4.2	-2.2	-0.5	-16.7	8.6	-2.7	0.1	4.0	-8.7
CC(C)N1CCC(=NNc2ccc(S(=O)(=O)N3CCOCC3)cc2[N+](=O)[O-])CC1	2.3	0.6	0.6	9.7	8.2	-5.9	-0.2	-9.8	0.8
C=CCN1C(=O)N(/C=C/C)c2cccc3cccc1c23	0.9	4.2	2.2	1.6	19.2	0.7	-0.1	3.0	-7.7
CCCCCCCCOC(=O)c1nc(Cl)c(Cl)c(N)c1Cl	-0.2	3.8	1.2	-10.6	14.2	-1.5	0.5	-6.5	4.3
O=c1cc[nH]c2ccc([N+](=O)[O-])cc12	-4.0	0.5	1.9	0.4	-1.4	-0.2	0.0	1.9	4.9
Cc1ccc(-c2nnc(NC(=O)c3ccc([N+](=O)[O-])o3)o2)c(C)c1	6.3	-0.8	1.0	-12.6	10.3	-1.0	0.1	-0.9	-14.0
O=C(CN1CCN(Cc2ccccc2Cl)C1=O)NCC1CCCO1 (stereo not drawn)	4.1	0.1	-0.6	5.5	6.1	-2.3	-0.1	-0.3	1.8
COc1ccc(/C=C(\C#N)C(=O)N2COCC2(C)C)cc1	-1.1	-1.8	-1.2	0.0	-3.8	2.9	0.1	4.7	-5.0
COc1ccccc1NS(=O)(=O)c1ccc(NC(=O)CCNC(=O)c2ccco2)cc1	-3.4	1.2	2.5	-11.8	3.9	5.2	0.3	14.8	27.1
O=C(CS(=O)(=O)Cc1ccccc1)Nc1ccc(S(=O)(=O)N2CCOCC2)cc1	-1.4	-4.3	1.4	-10.0	13.2	-0.6	-0.3	-0.1	-22.5

A section taken from the entries so far, as a working copy:
SMILES	PP1 inh	CTSL1 counter	PP5 inh	EBNA-1 inhibitor	PREPL inh	TPT1 inh	Efflux pump inh	HCV core dimer	ZTA DNA inh
Cc1c(S(=O)(=O)N2CCN(c3ccccc3)CC2)c(=O)n(C)c(=O)n1C	1.5	-1.9	0.1	7.0	3.2	-0.6	-0.2	-1.1	-4.9
CC(C)(C)NC(=O)NC(=O)CSc1nnc2ccccn12	-0.6	-1.9	-0.3	1.9	6.2	-5.8	0.0	-1.0	-3.6
CCn1ncc(Br)c1C(=O)Nc1cc(C(=O)OC)ccc1C(=O)OC	-3.1	-8.9	-0.4	-9.5	11.5	-0.3	0.0	-0.9	-12.6
CCOc1ccc(N(CC(=O)NC2CCCC2)C(=O)c2ccc(C)s2)cc1	-0.3	1.2	0.0	4.5	-2.0	0.6	0.1	-1.8	-4.8
O=C(CSCc1cccc(F)c1)N1CCN(c2ccccc2)CC1	0.4	-7.7	3.0	-1.9	-36.9	1.1	0.4	-0.8	0.7
CN(C)C(=O)c1ccc2c3c(cccc13)CC2	-1.1	-0.5	2.7	-1.1	-1.7	2.2	-0.1	2.3	-14.7
CCn1c(=O)n(CC)c2cc(N3CCCC3)c(NC(=O)c3cc(Cl)ccc3OC)cc21	-4.2	-2.2	-0.5	-16.7	8.6	-2.7	0.1	4.0	-8.7
CC(C)N1CCC(=NNc2ccc(S(=O)(=O)N3CCOCC3)cc2[N+](=O)[O-])CC1	2.3	0.6	0.6	9.7	8.2	-5.9	-0.2	-9.8	0.8
C=CCN1C(=O)N(/C=C/C)c2cccc3cccc1c23	0.9	4.2	2.2	1.6	19.2	0.7	-0.1	3.0	-7.7
CCCCCCCCOC(=O)c1nc(Cl)c(Cl)c(N)c1Cl	-0.2	3.8	1.2	-10.6	14.2	-1.5	0.5	-6.5	4.3
O=c1cc[nH]c2ccc([N+](=O)[O-])cc12	-4.0	0.5	1.9	0.4	-1.4	-0.2	0.0	1.9	4.9
Cc1ccc(-c2nnc(NC(=O)c3ccc([N+](=O)[O-])o3)o2)c(C)c1	6.3	-0.8	1.0	-12.6	10.3	-1.0	0.1	-0.9	-14.0
O=C(CN1CCN(Cc2ccccc2Cl)C1=O)NCC1CCCO1 (stereo not drawn)	4.1	0.1	-0.6	5.5	6.1	-2.3	-0.1	-0.3	1.8

(further entries)
SMILES	PP1 inh	CTSL1 counter	PP5 inh	EBNA-1 inhibitor	PREPL inh	TPT1 inh	Efflux pump inh	HCV core dimer	ZTA DNA inh
Cc1cc(C)n(CC2CC(=O)N(c3ccc(Cl)cc3)C2=O)n1 (stereo not drawn)	-2.9	0.7	1.5	-11.9	5.3	-1.9	0.3	-1.9	9.6
O=C(NCC(c1cccnc1)N1CCOCC1)C1CCCCC1 (stereo not drawn)	1.2	-0.2	2.2	-5.3	3.8	-2.4	-0.1	2.5	-3.3
OC1CCCN(C(=S)NCc2ccccc2)C1 (stereo not drawn)	2.2	2.2	0.1	-15.1	8.9	-4.1	0.1	-1.5	-9.6
Cn1cccc1CC(=O)NNC(=S)Nc1ccc(Cl)cc1	-7.7	-2.6	1.2	-16.2	7.9	-0.5	0.1	-9.3	-17.2
FC(F)Oc1ccc(NC(=S)N2CCN(Cc3ccccc3)CC2)cc1	-2.6	-1.8	3.2	1.8	-0.9	1.0	0.0	-0.6	7.1
CC(C)(C)n1nnnc1C(c1ccncc1)N1CCN(c2ccc(O)cc2)CC1 (stereo not drawn)	-0.2	1.4	0.5	3.2	6.9	-2.6	0.0	0.8	-2.2
O=C(c1ccco1)N1CCN(C(=O)c2ccccc2OCc2ccc(Cl)cc2)CC1	-3.7	1.7	-0.8	-0.2	15.4	3.5	0.2	0.5	4.8
COc1ccc(C2/C(=C(/O)c3ccccc3)C(=O)C(=O)N2c2ccccn2)cc1 (stereo not drawn)	1.2	4.8	-0.2	-8.4	-5.5	1.6	-0.1	7.3	7.8

This is a subset; count on the stated rates, not on these rows.
